Pf Dd2 inh = inhibitors of Plasmodium falciparum Dd2 growth | P. falciparum Dd2 growth, SYBR Green, 72 h | 120,000 compounds, 4.3% hits | AID 1347417 | Potency, µM (titrated, usually from 28.9 µM), for inactives: top-dose activity, negative = inhibition, actives largely listed as inhibitors; active = well fitted inhibition curve with a large enough effect; inconclusive = small, poorly fitted or top-dose-only effect; inactive = no such curve, though single readings can be large or run the other way;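 note: plate controls were DMSO vehicle for no effect and reference drug for full effect; nearly all actives have a fitted effect of over 65% in size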
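Readout: SYBR Green fluorescence, 485 nm excitation, 535 nm emission, after ~16 h lysis at 37C. Before that, Dd2-infected red cells (2.5% hematocrit) grew 72 h with compound, 29 uM top final concentration.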
* = called active by the depositor; i = inactive; ? = inconclusive; [ ] = remark or other dose. Potency is the fitted concentration of half-maximal effect. Some of the compounds tested; rates above refer to the full screens.

SMILES	Pf Dd2 inh
CCCc1nnc(C[C@@H]2C[C@@H](C(C)C)[C@H](CN3CCN(C(C)=O)CC3)C=C2C)o1	11µM*
O=C1CC2(CCN(Cc3ccc(C(F)(F)F)cc3F)C2)C(=O)N1 (stereo not drawn)	-8%
Cc1ccc(C(=O)N2CCC3(CC2)NC(=O)N(c2ccccc2)N3)cc1F	i
C[C@@H]1CN(C(=O)c2ccsc2)C[C@H]1c1nc(-c2ccncc2)no1	12%
CCn1c(=O)n(CC)c2cc(N3CCCCC3)c(NC(=O)Nc3cc(Cl)ccc3OC)cc21	8.9µM*
COCC(=O)N[C@H]1C[C@@H](Cc2cc(CO)on2)C1(C)C	-6%[44.1 µM]
CCC(C(=O)NCCCN(CC)CC)n1ncn2c(cc3occc32)c1=O (stereo not drawn)	15%
CNC(=O)N1CCC(C2CCN(C(=O)c3ccc(OC)cc3)C2)CC1 (stereo not drawn)	10%
COc1ccccc1C(=O)N1CCC2(C1)NC(=O)c1ccccc1CO2 (stereo not drawn)	-23%
COc1cccc(OC)c1C(=O)NC1CC(=O)N(CCc2ccc(F)cc2)C1 (stereo not drawn)	0%
Cc1nc2c(N)cccn2n1	6%
O=C(N[C@H]1C[C@H]2C(=O)NC[C@@H](CCC(=O)N3CCN(c4ccccn4)CC3)N2C1)C1CC1	13%
CCCn1c2ccccc2c2cnn(CC(=O)NCCCOC(C)C)c(=O)c21	i
COc1ccc(C(=O)N2CCC(n3cc(-c4nc(C(C)C)no4)nn3)C2)cc1 (stereo not drawn)	i
CCCSc1ncc(Cl)c(C(=O)Nc2ccc(OC)cc2OC)n1	75%[activator]
CCCNC(=O)N1CCCCCCN(C)C(=O)CC1	-12%
CCCCSc1nc2sc3c(c2c(=O)n1-c1ccccc1C)CC(C)(C)OC3	i
O=C(Nc1ccc(Oc2ccccc2)cc1)O[C@@H]1CO[C@H]2[C@@H]1OC[C@@H]2NS(=O)(=O)c1cccs1	i
C=CCOc1cccc(-c2nc(C(=O)N(C)Cc3ccco3)cs2)c1	?
O=C1CC(c2ccccc2)N(C(=O)CNC(=O)NCc2ccc(F)cc2)CCCCCCN1 (stereo not drawn)	?
O=C(CCC1CCN(S(=O)(=O)c2ccccc2)CC1)N1CCOCC1	-18%
O=C(C1COc2ccccc2C1)N1CCC(n2c(=O)[nH]c3ccccc32)CC1 (stereo not drawn)	i
O=C1[C@@H]2C[C@@H](O)CN2C2(CN(Cc3ccccn3)C2)C(=O)N1Cc1cccc(Cl)c1	?
COc1cccc(CNC(=O)C(C)n2ncn3cccc3c2=O)c1OC (stereo not drawn)	-7%
CCOc1cccc(CNC(=O)c2c(OC)cc(=O)n3c2CCCC3)c1	?
COc1ccc(C(=O)CSc2nc(C)cc(C)c2C(=O)Nc2ccccc2C)cc1	?
COCCNC(=O)C[C@@H]1C[C@H]2O[C@H](CNC(=O)N3CCOCC3)[C@@H](O)[C@H]2O1	0%[44.1 µM]
Cc1cc(C)n(CC(=O)N2CCc3nn(Cc4ccccc4)c(=O)n3CC2)n1	31%[activator]
Cc1ccc(Nc2nc3ccc(C)cc3nc2-n2nc(C)cc2C)c(C)c1	9%
COC(=O)[C@@H]1Cc2ncn(Cc3ccc(OC)cc3)c2CN1S(=O)(=O)c1cccc(C(F)(F)F)c1	?
CCCCNC(=O)CSc1nc2nc(C)c(Cc3c(F)cccc3Cl)c(C)n2n1	-22%
CCOC(=O)C1(Cc2ccccc2C)CCCN(Cc2cn(CC(N)=O)c3ccccc23)C1 (stereo not drawn)	14µM*
O=C(NCc1c[nH]c2ncccc12)c1ccc(C(F)(F)F)cc1	33%[activator][44.1 µM]
Cc1ncsc1CN1CCCCCCNC(=O)CC1	9%
CCCS(=O)(=O)N1CC[C@@H]2COCCN(C)[C@@H]2C1	-25%
O=C(CCC1CCN(C(=O)c2ccccc2F)CC1)Nc1ccccc1	-1%
CCCCCC(=O)N1CC[C@@H](CC(=O)O)[C@@H](CC)C1	i
O=C(O)c1ccc(-c2ncc3cnc(-c4cccc(F)c4)cn23)cc1	i
CCC(C)NC(=O)C1CCN(S(=O)(=O)c2ccc3c(ccn3CC)c2)CC1 (stereo not drawn)	7%
O=C(Cc1ccc(F)cc1)N1CCC[C@H]1c1nc(-c2ccc(F)cc2)no1	i
C#CCN(C)C[C@H]1CN2CC[C@H]1C[C@@H]2CNC(=O)Nc1ccccc1	-2%[44.1 µM]
Cc1cccc(CC(=O)N2C[C@@H](Oc3ccccc3)C[C@@H]2C(=O)N2CCOCC2)c1	-6%
Cc1cccc(-c2noc([C@@H]3C[C@@H](O)CN3Cc3ccccn3)n2)c1	i
Cc1ccc(-c2noc(-c3ccccc3NC(=O)c3ccccc3)n2)cc1	16%
Fc1ccccc1-c1noc(NCCc2ccc(Cl)cc2)n1	i
CC(C)NC(=O)C1COC2(CCN(C(=O)c3ccc(F)cc3F)CC2)N1C(=O)c1ccccc1 (stereo not drawn)	1%
CCCCc1cn(C[C@H]2CC3CCN2C[C@@H]3C(=O)NCc2ccco2)nn1 (stereo partly drawn)	-6%[44.1 µM]
O=C(NCc1ccccc1)N1CCC(Cc2nc(C3CC3)n[nH]2)C1 (stereo not drawn)	25%
COc1nccnc1NC1CCN(C(=O)CCc2c(C)noc2C)CC1	31%[activator][5.79 µM]
Cc1noc(C)c1CCCNC(=O)c1cccc(CCC(C)(C)O)c1	0%

Continuation.
SMILES	Pf Dd2 inh
Cc1cccc(-c2nn3c(=O)cc(CN4CCN(C(=O)/C=C/c5ccccc5)CC4)nc3s2)c1	0%
O=C(Cc1ccccc1)N1CCCN(c2cc(-c3ccc(Br)cc3)[nH]n2)CC1	-1%
COc1ccc(C(=O)NC2CCN(c3cc(-c4ccccc4)[nH]n3)C2)c(C)c1 (stereo not drawn)	i
CC(=O)c1ccc(NC(=O)Cn2c(=O)n(Cc3ccco3)c(=O)c3sc4ccccc4c32)cc1	?
Cc1ccc(S(=O)(=O)NCC2CCC(C(=O)NCc3ccc(F)cc3)CC2)cc1 (stereo not drawn)	78%[activator]
COc1ccc(CN2CC3(CCN(C(=O)Nc4ccc(OC)c(OC)c4)CC3)C2=O)cc1	-17%
COc1ccc(-c2cc(C(F)(F)F)nc(SCC(=O)NCC(C)C)n2)cc1OC	-28%
N#Cc1ccccc1NC(=O)c1cccn(Cc2ccccc2)c1=O	28%
COCC1(C(=O)N2CCOC(c3ccc4cc(OC)ccc4c3)C2)CCC1 (stereo not drawn)	?
CNS(=O)(=O)c1cc(-c2nnc(Nc3cc(C)ccc3C)c3ccccc23)ccc1C	5µM*
Cc1cccc(-c2ccc3c(c2)C(=O)N2CC[C@H](NC(=O)NC(C)C)[C@H]2C(=O)N3)c1C	-22%[44.1 µM]
Cc1cc(C(F)(F)F)nn1CC(=O)NCC12CCC=C1N(C)C(=O)CC2 (stereo not drawn)	-3%
Cc1ccc(C(=O)N2CCC(CCC(=O)N3CCCCC3)CC2)cc1	3%
COCCn1ncc(N2CCC(NC(=O)C3CCOC3)CC2)cc1=O (stereo not drawn)	18%
COCC(=O)NC[C@H]1CCN(Cc2cccc(Cl)c2)C[C@H]1N(C)C	?
O=C(NCc1cccc(Cl)c1)c1ccc2c(Cl)c3c(nc2c1)CCCC3	-11%
COc1ccc(NC(=O)c2ccco2)cc1NC(=O)COc1ccc(Cl)c(C)c1	?
Cc1cccc(NC(=O)CN2C(=O)c3cccnc3Oc3ccc(Cl)cc32)c1C	-16%
O=C(c1ccncc1)N1CCCC(CN2CCOCC2)CC1 (stereo not drawn)	-4%
CN(C)c1ncc(C(=O)NCc2ccccc2Cl)cn1	24%
CN(C)c1ccc(CNC(=O)CN2CCSc3ccc(S(=O)(=O)N(C)C)cc32)cc1	-4%
O=C(NC[C@H]1O[C@@H](CO)[C@@H](O)[C@H]1N1CCOCC1)c1cccc(F)c1	15%[44.1 µM]
COCCN1C(=O)c2ccccc2C(C(=O)NC2CCCCCC2)C12CCCCC2 (stereo not drawn)	i
Cc1ccc(C(=O)N[C@@H]2C=C(C(=O)NCCC(N)=O)C[C@@H](O)[C@@H]2O)cc1	-2%[44.1 µM]
NCC1CCCCC(=O)N1 (stereo not drawn)	5%
Cc1ccc(NC(=O)[C@H]2O[C@@H]3OC(C)(C)O[C@@H]3[C@H]3OC(C)(C)O[C@H]32)cc1F	27%
COc1ccc(N2CC(C(=O)N3CCC(C(=O)NCC4CC4)C3)NC2=O)cc1 (stereo not drawn)	8%
CC(C)Oc1ccc(CNC(=O)CCn2c(=O)c3cccn3c3ccc(F)cc32)cc1	22%
Cc1ccc(-c2nnc(C3CN(C(=O)c4cc(F)cc(F)c4)CC34CCOCC4)o2)cc1 (stereo not drawn)	?
Fc1ccc(F)c(CN2CCC(Oc3ccccc3-c3nc(C4CCOCC4)no3)C2)c1 (stereo not drawn)	4.5µM*
Cc1ccsc1C(=O)N1CCC(Oc2cccnc2)C1 (stereo not drawn)	?
COc1ccc(-c2noc([C@@H]3C[C@@H](O)CN3Cc3ccc(F)cc3)n2)cc1	i
O=C1NC(C(=O)NCc2ccccn2)Cn2cccc21 (stereo not drawn)	13%
CC(C)(C)OC(=O)N1CCC(c2c(C(=O)NCc3ccc4c(c3)OCO4)cnn2-c2ccccc2Cl)CC1	?
COc1coc(CN2CCCC(CCc3ccccc3F)C2)cc1=O (stereo not drawn)	i
CC(C)C(=O)N1CCC(N2CC3CC(C2)[C@H]2CCCC(=O)N2C3)CC1 (stereo partly drawn)	3%
O=C(C1CCOCC1)N1CCc2c(n(Cc3ccccc3)n(-c3ccccc3)c2=O)C1	46%[activator][44.1 µM]
CCc1nc2c(c(-c3ccc(O)cc3)n1)CN(Cc1ccc(F)cc1)CC2	-7%
CCn1cc(C(=O)OCC(=O)Nc2ccc(C)c(Cl)c2)c(=O)c2ccc(C)nc21	29%
Cc1ccc(CNc2ccc(-c3nc(C(C)C)no3)cc2[N+](=O)[O-])cc1	12%
Cc1ccc(N2CCN(C(=O)c3nn(C)c4c3CS(=O)(=O)c3ccccc3-4)CC2C)cc1 (stereo not drawn)	-3%
CCn1nnc2cc(C(=O)Nc3cc(C)ccc3C)ccc21	-6%
C=CCCC(CN1CCCC1)Oc1ccc(C(=O)NCC)cn1 (stereo not drawn)	3.2µM*
O=C(c1c[nH]c2ccccc12)N1CCC2(CC1)CNS(=O)(=O)c1cccnc1O2	?
COc1ccc(-n2c(=O)c3sc4ccccc4c3n(Cc3ccccc3C)c2=O)cc1OC	12%
CN1c2cc(C(=O)Nc3ccc(Cl)c(Cl)c3)ccc2C(=O)N2CCCCCC21 (stereo not drawn)	?
CN(C)Cc1cc(CC2(NCc3cccc4c3OCO4)COC2)no1	-20%[44.1 µM]
COC(=O)c1ccc(NC(=O)CCS(=O)(=O)c2ccc(Br)s2)cc1	-1%
CCOCCOc1cccc(C(=O)N2CCC3(CCOCC3)CC2)c1	10%
COCC(=O)N1C[C@@H]2CCCN3CCC[C@@H]([C@H]23)[C@H]1CCCC(=O)N1CCOCC1	11%

Other results follow.
SMILES	Pf Dd2 inh
CCOC(=O)C1CCCN(C(=O)Cn2ncc3c([nH]c4ccccc43)c2=O)C1 (stereo not drawn)	10%
CCC1(N2CCN(S(=O)(=O)c3cccc4cccnc34)CC2)CCN(C(=O)NC)C1 (stereo not drawn)	-2%
CC(C)c1ccc(CC(=O)N2CCCc3ncc(C(=O)NCCc4c[nH]c5ccccc45)cc32)cc1	?
Cc1cccc(CNC(=O)c2cc3c(N(C)Cc4ccccc4)nc(C)cn3n2)c1	?
Cc1ccc(NC(=O)N2CCc3c(c4ccccc4n3CC3CC3)C2)cc1	?
O=C(CCC(F)(F)F)NC1CC(=O)N(Cc2ccccc2Cl)C1 (stereo not drawn)	-1%
COc1ccccc1N1CCCc2ncc(C(=O)NCc3cccc(Cl)c3)cc21	?
CCCCNC(=O)CN1C(=O)COc2ccc(S(=O)(=O)N3CCCCCC3)cc21	22%
CC(C)c1nc2c(c(-c3ccc(Cl)cc3)n1)CCN([S+](=O)([O-])c1cccc(C(F)(F)F)c1)CC2	?
Cc1cccc(C2CC(=O)Oc3c2c(=O)oc2ccccc32)c1 (stereo not drawn)	1%

Screening data deposited in PubChem BioAssay by National Center for Advancing Translational Sciences (NCATS).
